Screening results as filed in PubChem BioAssay.
BAZ2B inh – blocks human BAZ2B; Q9UIF8; AlphaScreen BAZ2B-H3K14Ac peptide displacement; Potency, µM (highest dose often 114 µM), for inactives: at the highest dose activity change, negative = inhibition, actives largely listed as inhibitors; 360,000 compounds, 4.4% hits; AID 504333; also: potency is read from the fitted curve at half-maximal effect; % is scaled to controls: 0 for no effect and ±100 for the full control effect; nearly all actives have a fitted effect of over 60% in size
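AlphaScreen displacement: compounds (up to 110uM) incubated 30 min at room temperature with a preformed 50 nM BAZ2B/50 nM biotinylated H3K14Ac peptide complex in PBS pH 7.4 with Tween-20. Donor and acceptor beads at 10 ug/mL final added, 20 min light-protected before reading.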
Tb PGK inh – inhibitors of T. brucei phosphoglycerate kinase. P07378. PGK/GAPDH coupled, Kinase-Glo luminescence, 60 min. Potency, µM (series often up to 57.5 µM), inactives show top-dose activity change, negative = inhibition, most hits filed as inhibitors. 380,000 compounds, 0.043% hits; also: potency is read from the fitted curve at half-maximal effect; % is scaled to controls: 0 for no effect and ±100 for the full control effect; nearly all actives have a fitted effect of over 60% in size
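Recombinant glycosomal PGK reaction used 1,3-bisphosphoglycerate generated in-well by GAPDH (100nM final) in 100mM TEA pH 7.6, 5mM MgCl2, 0.01% Tween-20. After 60 minutes at room temperature, ATP was read by Kinase-Glo Plus luminescence end-point.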
Pin1 inhibitor – blocks the human prolyl isomerase Pin1; 390,000 compounds, 0.009% hits; Q13526; Pin1 FP peptide displacement, HiFluor488, 10 min; AID 504891; Potency, µM (series often up to 115 µM), without a hit: at the top dose activity, negative = inhibition, usual class: inhibitors; active = well fitted inhibition curve with a large enough effect in the polarisation, with a control signal flat, not every such curve was filed as active; inconclusive = small, poorly fitted or top-dose-only effect, or effect the other way, or a change in a side signal; inactive = no such curve, though single readings can be large or run the other way; the % refers to the polarisation; also: potency is read from the fitted curve at half-maximal effect; % is scaled to controls: 0 for no effect and ±100 for the full control effect
GLS inh – glutaminase GLS (human) inhibition; O94925; GLS enzymatic activity, qHTS titration; Potency, µM (highest dose often 45.5 µM), without a hit: at the top dose activity change, negative = inhibition, actives largely listed as inhibitors; 410,000 compounds, 0.21% hits; also: potency is read from the fitted curve at half-maximal effect; % is scaled to controls: 0 for no effect and ±100 for the full control effect
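hKGA in 45 mM KH2PO4 pH 8.2, 0.02% Tween-20 with pin-transferred compounds; 1 mM L-glutamine (stock) plus glutamate oxidase/HRP/Amplex Red coupling added. Fluorescence read initially and after 30 min at RT.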
PI4K2A inh – PI4K2A (human) kinase inhibition. purified PI4K2A, ADP-Glo luminescence, 1 h; stronger effect = lower value. activity change, negative = inhibition, % at 76.9 µM. Q9BTU6. AID 1346378. 420,000 compounds, 0.13% hits; in the data active = activity change below about -50%; inconclusive = mostly about -30% to -49%;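 also: -100% = wells without enzyme as full effect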
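PI4K2A activity was measured by ADP-Glo luminescence: enzyme (4 ug/mL stock) and phosphatidylinositol (1.2 mM stock) in Tris pH 7.5/MgCl2/EGTA/Triton X-100 buffer were reacted with ATP (300 microM stock) for one hour at ambient temperature.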
JMJD2A Tudor inh – JMJD2A Tudor domain (human) inhibition | AlphaScreen JMJD2A-Tudor / H3K4me3 peptide binding | Potency, µM (doses to about 114 µM), inactives show top-dose activity change, negative = inhibition, hits mostly inhibitors | 390,000 compounds, 4.4% hits | AID 504339; also: potency is read from the fitted curve at half-maximal effect; % is scaled to controls: 0 for no effect and ±100 for the full control effect; nearly all actives have a fitted effect of over 50% in size
Target sequence (O75164 whole entry, looked up, the tested form may be a part): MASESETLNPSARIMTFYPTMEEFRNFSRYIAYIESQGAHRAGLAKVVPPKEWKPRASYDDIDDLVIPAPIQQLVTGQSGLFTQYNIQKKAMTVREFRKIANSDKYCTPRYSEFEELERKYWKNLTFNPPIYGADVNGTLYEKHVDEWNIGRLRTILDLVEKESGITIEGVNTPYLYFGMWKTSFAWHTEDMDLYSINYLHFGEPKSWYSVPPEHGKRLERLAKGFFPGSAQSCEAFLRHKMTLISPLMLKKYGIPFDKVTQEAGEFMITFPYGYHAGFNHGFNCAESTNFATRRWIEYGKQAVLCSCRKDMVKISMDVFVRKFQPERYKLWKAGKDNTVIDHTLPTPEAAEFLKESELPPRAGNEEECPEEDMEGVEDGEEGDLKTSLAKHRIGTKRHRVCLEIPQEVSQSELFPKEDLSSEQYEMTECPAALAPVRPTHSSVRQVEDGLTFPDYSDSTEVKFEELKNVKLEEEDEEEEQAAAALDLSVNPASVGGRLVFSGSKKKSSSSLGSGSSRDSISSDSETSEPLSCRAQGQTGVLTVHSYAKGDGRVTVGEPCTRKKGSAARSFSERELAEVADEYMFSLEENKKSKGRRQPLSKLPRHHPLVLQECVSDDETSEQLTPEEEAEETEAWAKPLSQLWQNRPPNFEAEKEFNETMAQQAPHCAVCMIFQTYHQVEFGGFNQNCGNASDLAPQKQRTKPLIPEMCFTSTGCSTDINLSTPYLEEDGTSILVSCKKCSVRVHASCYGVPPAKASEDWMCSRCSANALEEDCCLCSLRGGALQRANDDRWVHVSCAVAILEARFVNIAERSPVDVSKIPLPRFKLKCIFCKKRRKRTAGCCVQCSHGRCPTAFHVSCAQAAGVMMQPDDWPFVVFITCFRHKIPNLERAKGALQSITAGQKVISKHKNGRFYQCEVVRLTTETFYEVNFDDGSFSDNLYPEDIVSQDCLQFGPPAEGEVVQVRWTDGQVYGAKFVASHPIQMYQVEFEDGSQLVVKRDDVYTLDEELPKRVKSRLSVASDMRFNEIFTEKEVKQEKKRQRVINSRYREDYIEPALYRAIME
HP1b chromo inh – inhibitors of HP1-beta chromodomain binding to methylated histone tails. P83916. AlphaScreen HP1-beta / biotin-H3K9me3 peptide binding. Potency, µM (highest dose often 114 µM), without a hit: at the top dose activity change, negative = inhibition, hits mostly inhibitors. 390,000 compounds, 0.56% hits; also: potency is read from the fitted curve at half-maximal effect; nearly all actives have a fitted effect of over 70% in size; inactives centre near 23
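Compound inhibition of the preformed complex between 50 nM HP1-beta and 50 nM biotinylated H3K9me3 peptide was read by AlphaScreen. Buffer was PBS pH 7.4 with 0.01% Tween-20. Incubations ran 30 min at room temperature, with 10 ug/mL donor/acceptor beads.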
G9a block – G9a (human) methyltransferase inhibition; G9a H3K9 monomethylation, AlphaScreen, 2 h; 350,000 compounds, 8.8% hits; Potency, µM (top dose mostly 102 µM), for the others: at the top dose activity, negative = inhibition, most hits filed as inhibitors; Q96KQ7; also: potency is read from the fitted curve at half-maximal effect; % is scaled to controls: 0 for no effect and ±100 for the full control effect; nearly all actives have a fitted effect of over 75% in size
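G9a (20 nM) was preincubated 15 min with compound, then reacted 2 h at room temperature with 500 nM biotin-H3K9 peptide and 20 µM SAM. Monomethyl-H3K9 detected by AlphaScreen using anti-H3K9me1 antibody.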
Pol eta inh – blocks human DNA polymerase eta activity | Q9Y253 | recombinant Pol eta, fluorescent DNA replication assay | Potency, µM (highest dose often 114 µM), for the others: at the top dose activity change, negative = inhibition, actives largely listed as inhibitors | 390,000 compounds, 1.2% hits | AID 588591; also: potency is read from the fitted curve at half-maximal effect; % is scaled to controls: 0 for no effect and ±100 for the full control effect
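Pol eta at 10 nM preincubated with compounds 15 min at room temperature; reaction started with fluorescent substrate (50 nM final) and read kinetically at 0 and 10 min.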
* marks the source's active call; other numbers are inactive results; i = inactive; ? = inconclusive; nt = not tested or not shown; [ ] = remark or other dose. Unless noted, calls follow the shape of the dose curve; as a rule, active = well fitted curve in the direction sought with a large enough effect; inconclusive = small, poorly fitted or top-dose-only effect, or another doubt; inactive = no such curve, though single readings can be large; an effect the other way counts as inactive or inconclusive.

SMILES | BAZ2B inh | Tb PGK inh | Pin1 inhibitor | GLS inh | PI4K2A inh | JMJD2A Tudor inh | HP1b chromo inh | G9a block | Pol eta inh
Cc1ccc(-n2ncc3c(NCc4cccnc4)ncnc32)c(C)c1 | -34.3% | 0.6% | -12.3% | 1.3% | -1.5 | -13.5% | 5.8% | -6.4% | -3.1%
Fc1ccccc1N=C1Nc2cccc3cccc1c23 | ? | -0.9% | -0.2% | 6.8% | -3.3 | -18.8% | -21.5% | 2.4% | 2.3%
CCC(=O)N1CCc2cc(Br)cc(S(=O)(=O)N3CCC(C(=O)Nc4ccccc4CC)CC3)c21 | -1.5% | -6.6% | -1.1% | 0.4% | 0.8 | -8.9% | 31.3% | 8.6%[59 µM] | -10.4%
CN(CCOc1ccccc1)CC(=O)Nc1cccc(Br)c1 | ? | -6.2% | 6.4% | -2.8% | 1.7 | 1.58µM* | -14.0% | 11.2µM* | -20.7%
Cc1cc2oc(C(=O)Nc3nonc3C)c(C)c2cc1C | -18.0% | -7.3% | -6.0% | -6.0% | -0.4 | 31.1% | 82.1%[activator] | -7.0% | -16.1%
CSc1ccc(/C=C2\C(=N)N3N=C(CC(=O)N4CCCCC4)SC3=NC2=O)cc1 | ? | -1.8% | 40.5%[activator] | 7.3% | -3.5 | ? | 14.9% | 0.0% | 44.7µM*
COc1ccc(CC(=O)Nc2sc3c(c2C(=O)Nc2cccc(C)c2)CCCCC3)cc1 | -14.0% | 9.8% | 13.9% | -13.0% | -3.4 | -32.0% | 13.3% | -46.6%[59 µM] | 0.5%
Cc1[nH]n(-c2ccccc2)c(=O)c1N=Nc1cccc(C(=O)O)c1 | -33.9% | -11.8% | -2.0% | 18.9% | -17.4 | ? | -8.2% | nt | -11.1%
CCOC(=O)C1=C(C)Nc2ccccc2N/C1=N\S(=O)(=O)c1cc(C(=O)O)ccc1Cl | -6.0% | -1.0% | -10.3% | ? | -0.2 | -10.1% | 30.2% | ? | 35.5µM*
Cn1c(SCC(=O)N2CCCCC2)nc2c([nH]c3ccccc32)c1=O | 5.6% | i | -6.7% | -18.6% | 7.1 | -5.5% | 47.1%[activator] | ? | -2.6%
CCN(CC)S(=O)(=O)c1cccc(C(=O)Nc2ccccc2)c1 | 0.2% | -6.8% | -3.6% | 10.9% | -1.2 | -10.8% | 22.6% | 24.6% | -1.3%
Cc1ccc(CNC(=O)CCCCn2c(=O)c3ccccc3n(Cc3c(C)cc(C)cc3C)c2=O)cc1 | 4.2% | 2.2% | 5.3% | 5.4% | -10.8 | 4.5% | 7.1% | 0.2%[59 µM] | -2.6%
O=C(C(F)C(F)(F)F)N1CCN(c2ccccc2)CC1 (centres undefined) | 8.7% | -9.4% | 1.9% | 39.2%[activator] | 0.2 | -4.5% | 12.0% | -37.0%[59 µM] | 6.2%
Cc1c(C(N)=O)sc(N)c1C(=O)OC(C)C | -23.8% | -3.2% | 0.9% | 12.8% | 10.3 | -16.0% | -22.0% | 39.8µM* | 5.1%
COC(=O)c1nn(-c2ccccc2)c(=O)cc1O | ? | -2.4% | 3.3% | 20.5% | -4.3 | -23.4% | 5.9% | -28.9% | -7.2%
Cc1n[nH]c(C)c1S(=O)(=O)N1CCC(C(=O)Nc2cccc(F)c2)CC1 | ? | 5.7% | -1.9% | 14.8% | 3.8 | -6.2% | 55.3%[activator] | ? | 2.3%
Cc1c(NC(=S)NC(C)(C)C)c(=O)n(-c2ccccc2)n1C | -14.3% | i | -0.6% | -11.1% | 4.9 | -2.5% | 29.5% | -1.6% | -12.0%
COc1ccc(N2CCN(C(=O)CCc3ccccc3)CC2)cc1 | -22.0% | -8.4% | -7.4% | 33.3%[activator] | -2.7 | -14.5% | 23.2% | 31.6µM* | -2.4%
C[C@H]1CC[C@]2(O[C@H](CCO)C[C@@H](O)[C@@H]2O)O1 | 7.3% | -1.8% | -3.2% | 1.9% | -5.3 | -16.1% | 24.0% | -10.3%[59 µM] | -8.5%
N#C/C(=C\c1ccccc1)C(=O)Nc1cccnc1 | 0.8% | -1.8% | -4.0% | -13.1% | 3.6 | -13.0% | 32.1% | 5.8% | -13.8%
COc1ccc(CNC(=O)COC(=O)/C=C/c2cccs2)cc1 | 7.4% | -8.4% | 2.3% | 12.3% | 0.8 | -8.9% | 6.3% | 20.4%[59 µM] | -11.8%
c1ccc(-c2nnc(CSc3nncs3)o2)cc1 | -4.6% | 2.9% | 3.6% | 13.4% | -1.2 | -15.1% | 17.0% | 0.0%[12.7 µM] | 1.3%
CCOC(=O)C1CCN(C(=O)CCS(=O)(=O)c2ccc3c(c2)CCN3C(=O)CC)CC1 | -4.7% | -2.5% | -13.6% | 6.1% | -3.5 | 0.0% | 37.0% | ? | -7.7%
O=c1[nH][nH]c(=O)c2cc(N3CCCC3)ccc12 | -4.1% | nt | -4.1% | 49.0%[activator] | -0.7 | -21.5% | 31.7% | -1.3% | -12.8%
O=C(CC(Cc1ccccc1)c1ccco1)NC1CCCCC1 (centres undefined) | 0.4% | i | -2.8% | -5.0% | -3.0 | -26.4% | 11.0% | ? | -8.2%
(further entries)
SMILES | BAZ2B inh | Tb PGK inh | Pin1 inhibitor | GLS inh | PI4K2A inh | JMJD2A Tudor inh | HP1b chromo inh | G9a block | Pol eta inh
O=C(Nc1ccc(S(=O)(=O)Nc2ncccn2)cc1)c1ccc(Br)cc1 | nt | i | nt | 1.7% | -2.6 | nt | nt | nt | -16.8%
CS(=O)Cc1cc(Oc2ccccc2)nc(-c2ccncc2)n1 (centres undefined) | -10.4% | 4.6% | -6.6% | 5.3% | 0.3 | -9.6% | 10.3% | 3.4% | -3.0%
CCOC(=O)c1c(C)nc(C(Cl)(Cl)Cl)nc1N | ? | 13.5% | -4.3% | 7.5% | 8.4 | -6.2% | 37.0% | -24.0% | -8.6%
CCOc1ccc(NC(=O)COC(=O)c2ccc3c(c2)OCO3)cc1 | -1.2% | i | 2.1% | 4.3% | -0.5 | -18.2% | 16.6% | 5.7%[59 µM] | -1.2%
Cc1ccc(SCC(=O)NC(=O)Nc2ccc3c(c2)OCCO3)cc1C | 4.2% | -0.6% | 2.5% | 0.1% | -9.5 | 4.3% | 30.0% | 14.5%[59 µM] | -20.5%
NC1=C([N+](=O)[O-])C(c2ccc3c(c2)OCO3)C2=C(CCCC2=O)O1 (centres undefined) | -3.9% | i | -1.4% | 1.0% | -11.7 | -1.0% | 68.9%[activator] | ? | -1.6%
O=C(Nc1ccc2c(c1)OCO2)C1CCN(Cc2cnn(-c3ccccc3)c2-n2cccc2)CC1 | ? | 1.5% | -0.2% | -5.8% | -6.4 | ? | -12.0% | 19.1%[12.7 µM] | -12.6%
COC(=O)C1=CN(c2ccc(F)c(F)c2)C=C(C(=O)OC)C1c1ccc([N+](=O)[O-])cc1 | -26.0% | -3.4% | -1.3% | -3.8% | -10.1 | -28.1% | 11.2% | ? | -22.4%
O=C(Nc1ccc2c(c1)OCO2)c1ccc[n+]([O-])c1 | -2.4% | 0.8% | -0.4% | nt | -0.5 | 13.7% | 32.5% | nt | -10.3%
CSc1ncccc1C(=O)OCC(=O)N1CC(=O)Nc2ccccc21 | 5.6% | -3.2% | 1.5% | -2.2% | -3.0 | -8.4% | 25.2% | 6.6%[12.7 µM] | -9.7%
Cc1cccc(NC(=O)c2ccc(COc3ccc4ccccc4c3)o2)n1 | 1.5% | 2.3% | -1.9% | 6.4% | 1.4 | -9.7% | 47.7%[activator] | -7.6% | -16.7%
O=C(NCc1ccccn1)C(=O)NCC1OCCN1S(=O)(=O)c1ccc(Br)cc1 (centres undefined) | -18.6% | i | 1.8% | 5.2% | -6.5 | -17.2% | 17.9% | 25.5% | -6.0%
CCOc1ccc(NC(=O)CN(c2cccc(C(F)(F)F)c2)S(C)(=O)=O)cc1 | -6.9% | 9.0% | -20.8% | -5.7% | -1.5 | -9.0% | 19.6% | 5.0% | -20.9%
O=C(CSc1ccccc1)N1CCCC(N2CCN(c3ccc(F)cc3)CC2)C1 (centres undefined) | ? | 2.4% | -13.0% | -5.3% | -3.1 | -29.3% | 15.7% | 19.9%[0.0925 µM] | -3.1%
Cn1c(=O)c2c(nc3n2CC(CO)O3)n(C)c1=O (centres undefined) | -12.2% | -3.1% | -8.5% | -15.1% | 13.5 | -0.7% | 51.2%[activator] | 16.6% | -12.1%
COc1ccc(N2C(=O)C3C4C=CC(C4)C3C2=O)c([N+](=O)[O-])c1 (centres undefined) | 0.2% | 2.8% | 0.6% | 3.0% | -1.2 | -0.7% | 22.8% | 30.9% | -1.5%
Cc1cc(C2CC(=O)Nc3ccccc3S2)c(C)s1 (centres undefined) | -14.9% | 2.6% | -3.2% | -3.1% | -0.8 | -18.8% | 36.3% | 11.3% | 11.0%
O=C(CNC(=O)c1ccco1)NC1CCCCCC1 | 12.5% | -4.3% | -11.5% | 6.1% | -0.1 | -7.9% | 15.9% | -24.7% | -1.0%
Cc1ccc(SCCc2cc[n+](CC(=O)c3ccccc3)cc2)cc1 | -5.7% | -7.8% | ? | -8.7% | 7.5 | 1.8% | 16.1% | ? | -18.9%

Record cards, as listed above. Screens in order: BAZ2B inh, Tb PGK inh, Pin1 inhibitor, GLS inh, PI4K2A inh, JMJD2A Tudor inh, HP1b chromo inh, G9a block, Pol eta inh
Entry for `NC1=C([N+](=O)[O-])C(c2ccc3c(c2)OCO3)C2=C(CCCC2=O)O1` (centres undefined) = -3.9%, i, -1.4%, 1.0%, -11.7, -1.0%, 68.9%[activator], ?, -1.6%
Entry for `N#C/C(=C\c1ccccc1)C(=O)Nc1cccnc1` = 0.8%, -1.8%, -4.0%, -13.1%, 3.6, -13.0%, 32.1%, 5.8%, -13.8%

Not all compounds are listed, so the mix of outcomes need not match the whole.
